Screens (PubChem)
Cdc42 wt = modulators of GTP binding to wildtype Cdc42, primary screen, biochemical, multiplex bead flow cytometry, Bodipy-GTP; Cell division control protein 42 homolog (Homo sapiens), P60953; percent activity (GTP binding), % at 10 µM; actives 0.2% (n = 190,000); GST-Cdc42 beads; actives lie on both sides;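 active = percent activity GTP binding at least 20 points away from the 100% baseline, either down as inhibitor or up as activator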;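 also: median bead fluorescence of bound Bodipy-FL-GTP at 100 nM; 0% = excess unlabeled GTP control and 100% = no compound control; below 100% means less GTP binding so inhibitor and above means activator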
Target sequence (P60953 whole entry, looked up): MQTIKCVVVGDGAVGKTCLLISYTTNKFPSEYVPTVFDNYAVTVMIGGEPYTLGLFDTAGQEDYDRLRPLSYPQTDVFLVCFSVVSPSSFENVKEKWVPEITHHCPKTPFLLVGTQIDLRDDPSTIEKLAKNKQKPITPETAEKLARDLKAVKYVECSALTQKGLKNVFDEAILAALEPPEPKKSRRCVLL
Rac1 wt modul = wildtype Rac1 GTP binding modulators, primary screen, biochemical, GST-Rac1 beads, flow cytometry, multiplex | GTP binding activity (% of control), % at 10 µM | Ras-related C3 botulinum toxin substrate 1 (Homo sapiens), P63000 | AID 757, 2007 | fluorescent GTP binding; actives lie on both sides; 0 = cold GTP competed, 100 = untreated | actives 0.27% (n = 190,000);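 active = GTP binding activity at least 20 points away from the 100% control level, either lower or higher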
GSH bead fluor = compound fluorescence on glutathione beads, profiling panel, artefact control, biophysical, 488/530 nm, flow cytometry | GSH beads flow cytometry, compound fluorescence 488/530 nm; hits give high values | fluorescence (KMESF) at 10 µM | actives 0.25% (n = 190,000); in the data active = fluorescence above about 89;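 also: glutathione beads carrying GST-tagged Bcl family fusion proteins plus one bare bead set; values are compound well signal with DMSO vehicle wells as background; inactives centre near 16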
ABCG2 inh = ABCG2 efflux pump inhibitors, primary screen, multiplex with ABCB1, IgMXP3 cells, flow cytometry | JC-1 efflux | inhibition, % at 6.6 µM | actives 0.1% (n = 190,000) | AID 1325, 2008;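 active = inhibition above 80%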;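 also: 0% = DMSO and 100% = nicardipine control wells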
Target sequence (Q9UNQ0 whole entry, looked up): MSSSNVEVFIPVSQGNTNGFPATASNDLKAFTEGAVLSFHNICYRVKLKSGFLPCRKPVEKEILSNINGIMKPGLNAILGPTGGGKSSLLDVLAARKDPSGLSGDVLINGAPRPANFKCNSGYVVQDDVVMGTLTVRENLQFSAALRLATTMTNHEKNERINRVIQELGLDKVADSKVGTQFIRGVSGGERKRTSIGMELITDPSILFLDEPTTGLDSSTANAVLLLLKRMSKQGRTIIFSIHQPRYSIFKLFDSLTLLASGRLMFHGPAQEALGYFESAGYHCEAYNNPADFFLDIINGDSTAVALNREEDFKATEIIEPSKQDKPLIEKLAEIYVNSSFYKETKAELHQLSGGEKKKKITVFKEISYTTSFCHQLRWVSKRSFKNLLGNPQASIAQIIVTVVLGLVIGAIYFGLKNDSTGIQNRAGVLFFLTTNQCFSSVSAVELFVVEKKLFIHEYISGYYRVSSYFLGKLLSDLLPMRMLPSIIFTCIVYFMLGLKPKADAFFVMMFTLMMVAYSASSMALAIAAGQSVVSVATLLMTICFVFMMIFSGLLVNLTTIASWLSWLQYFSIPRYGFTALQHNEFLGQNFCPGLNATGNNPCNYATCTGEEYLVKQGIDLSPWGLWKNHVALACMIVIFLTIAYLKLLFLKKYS
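Read-out basis: Efflux inhibition in percent versus controls | Test system: ABCG2 IgMXP3 and barcoded ABCB1 CCRF-Adr cell mix | Quantity: 3 million cells/mL in well | Schedule: 10 min at 25 °C | Control set: Nicardipine as high control, DMSO as low control | Reagent: JC-1 as fluorescent efflux pump substrate | Signal: Flow cytometry of retained JC-1 fluorescence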
Rab7 wt GTP bind = modulators of GTP binding to Rab7, primary screen, biochemical, wildtype, multiplex bead flow cytometry. Rab7 GTPase wild type (dog), Bodipy-FL-GTP binding. GST-Rab7 beads, fluorescent GTP binding; actives lie on both sides; untreated = 100%, excess cold GTP = 0%. GTP binding activity (percent of control), % at 10 µM. actives 0.055% (n = 190,000). AID 758, 2007;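 active = fluorescent GTP binding to Rab7 beads changed by at least 20 points from the 100% baseline, either direction, mostly lower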;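 also: median green fluorescence of bound Bodipy-FL-GTP per Rab7 bead population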
HRas wt GTP = modulators of GTP binding to HRas wildtype, primary screen, biochemical, bead-based flow cytometry, multiplex. actives 0.14% (n = 190,000). GST-Ras wt beads, Bodipy-FL-GTP binding; actives lie on both sides. GTP binding activity, % at 10 µM. GTPase HRas (Homo sapiens), P01112;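 active = GTP binding activity at least 20% away from the 100% baseline, either lowered as inhibitor or raised as activator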;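 also: 0% = unlabeled GTP competition control and 100% = no-compound control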
Target sequence (P01112 whole entry, looked up): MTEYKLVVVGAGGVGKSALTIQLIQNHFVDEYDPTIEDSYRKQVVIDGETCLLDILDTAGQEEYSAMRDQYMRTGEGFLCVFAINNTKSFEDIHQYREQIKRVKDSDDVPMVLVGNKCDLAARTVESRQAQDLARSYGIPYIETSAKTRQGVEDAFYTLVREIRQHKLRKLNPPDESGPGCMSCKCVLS
Rab2 wt GTP = modulators of GTP binding to Rab2A wildtype, primary screen, biochemical, dog, bead-based flow cytometry, multiplex. Ras-related protein Rab-2A (Canis lupus familiaris), P61105. GST-Rab2 wt beads, Bodipy-GTP binding. GTP binding activity, % at 10 µM. actives 0.19% (n = 190,000). AID 760, 2007;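 active = GTP binding activity at least 20 points away from 100%, either lowered or raised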;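 also: 0% = beads with excess unlabeled GTP and 100% = no-compound control corrected for plate trend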
Avidin fluor = green autofluorescence of compounds with avidin beads – biophysical, 488/530 nm, flow cytometry, artefact control, profiling panel; compound fluorescence 488/530 nm; hits give high values; actives 0.38% (n = 220,000); AID 1775, 2009; fluorescence (KMESF) at 10 µM; in the data active = fluorescence above about 47; also: inactives centre near 10
Rac1 mut GTP = GTP binding modulators of activated mutant Rac1, primary screen, biochemical, bead-based flow cytometry, multiplex, fluorescent GTP; Ras-related C3 botulinum toxin substrate 1 (Homo sapiens), P63000; GST-Rac1 activated beads; actives lie on both sides; 100% means binding = to untreated wells; percent activity (GTP binding), % at 10 µM; actives 0.11% (n = 190,000); AID 764, 2007;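 active = GTP binding at least 20 percentage points away from the 100% baseline, in either direction, so actives lie on both sides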
Pf gametocyte = late stage P. falciparum gametocyte viability inhibitors, primary screen, ATP luminescence, HTS | P. falciparum stage V gametocytes, 24 h | actives 0.065% (n = 150,000) | inhibition, % at 10.9 µM;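 active = inhibition above the mean plus 3 SD of compounds within the control limits, set per campaign, cut at about 38% in these data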;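 also: 0% = DMSO wells and 100% = medium only without gametocytes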
ABCB1 block = ABCB1 efflux pump inhibitors, primary screen, cell-based, multiplex, flow cytometry, ABCG2 counter-screen; CCRF-Adr cells, JC-1 efflux; inhibition, % at 6.6 µM; actives 0.067% (n = 190,000); AID 1326, 2008; in the data active = inhibition above about 40%;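 also: 0% = vehicle and 100% = reference inhibitor; higher value means more JC-1 retained so stronger ABCB1 efflux block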
An asterisk follows results filed as active. Random draw from the library. Share with any hit: about 1.1%.

Screening CC(=O)NCCOc1nc(N(C)C)nc(N2CCCCC2)n1 returned Cdc42 wt 103, Rac1 wt modul 103, GSH bead fluor 25, ABCG2 inh 1, Rab7 wt GTP bind 100, HRas wt GTP 98, Rab2 wt GTP 103, Avidin fluor 10, Rac1 mut GTP 99, Pf gametocyte 8 and ABCB1 block 0.2.
Screening O=C(CSc1nccn1-c1cccc(Cl)c1)Nc1ccc2c(c1)OCCO2 returned Cdc42 wt 103, Rac1 wt modul 108, GSH bead fluor 15, ABCG2 inh 8, Rab7 wt GTP bind 99, HRas wt GTP 100, Rab2 wt GTP 101, Avidin fluor 5, Rac1 mut GTP 99 and ABCB1 block 1.3.
Screening CN(C)C(=O)Cn1cnc2c(cnn2-c2ccccc2Cl)c1=O returned Cdc42 wt 108, Rac1 wt modul 116, GSH bead fluor 13, ABCG2 inh 2, Rab7 wt GTP bind 103, HRas wt GTP 106, Rab2 wt GTP 108, Avidin fluor 8, Rac1 mut GTP 102 and ABCB1 block 0.0.
For COc1ccc(CCNC(=O)COc2ccc(S(=O)(=O)N3CCCC3)cc2)cc1 the results were Cdc42 wt 101, Rac1 wt modul 102, GSH bead fluor 26, ABCG2 inh 5, Rab7 wt GTP bind 98, HRas wt GTP 98, Rab2 wt GTP 97, Avidin fluor 12, Rac1 mut GTP 98, Pf gametocyte -2 and ABCB1 block 2.1.
Screening CCC(C)(C(=O)NC1CCCC1)N(Cc1cccs1)C(=O)c1ccc2c(c1)OCO2 (stereo not drawn) returned Cdc42 wt 99, Rac1 wt modul 104, GSH bead fluor 18, ABCG2 inh 10, Rab7 wt GTP bind 100, HRas wt GTP 98, Rab2 wt GTP 99, Avidin fluor 12, Rac1 mut GTP 97, Pf gametocyte -3 and ABCB1 block 1.9.
For COc1ccc(S(=O)(=O)N2CCN=C2SCc2cccnc2)cc1 the results were Cdc42 wt 99, Rac1 wt modul 101, GSH bead fluor 12, ABCG2 inh -1, Rab7 wt GTP bind 97, HRas wt GTP 98, Rab2 wt GTP 98, Avidin fluor 10, Rac1 mut GTP 99, Pf gametocyte 12 and ABCB1 block 0.1.
N#Cc1c(N)sc(=S)c2c1CCCCC2 was read as Cdc42 wt 99, Rac1 wt modul 103, GSH bead fluor 23, ABCG2 inh 2, Rab7 wt GTP bind 98, HRas wt GTP 98, Rab2 wt GTP 97, Avidin fluor 11, Rac1 mut GTP 96 and ABCB1 block -1.9.
`CCOc1cc(C(=O)Nc2ccccc2N2CCOCC2)ccc1OCC(=O)N1CCCCC1` gave Cdc42 wt 100, Rac1 wt modul 99, GSH bead fluor 14, ABCG2 inh 12, Rab7 wt GTP bind 103, HRas wt GTP 97, Rab2 wt GTP 97, Avidin fluor 12, Rac1 mut GTP 96, Pf gametocyte -24 and ABCB1 block 3.5.
Nc1nc(C23CC4CCC(CC(C4)C2)C3)cs1 was read as Cdc42 wt 100, Rac1 wt modul 101, GSH bead fluor 22, ABCG2 inh 0, Rab7 wt GTP bind 100, HRas wt GTP 97, Rab2 wt GTP 97, Avidin fluor 12, Rac1 mut GTP 96, Pf gametocyte -23 and ABCB1 block 0.2.
For O=C(NCCc1ccccc1)C1CCN(C(=O)c2sccc2-n2cccc2)CC1 the results were Cdc42 wt 100, Rac1 wt modul 104, GSH bead fluor 24, ABCG2 inh 3, Rab7 wt GTP bind 98, HRas wt GTP 102, Rab2 wt GTP 101, Avidin fluor 5, Rac1 mut GTP 99 and ABCB1 block 0.9.
For COc1ccc(OC)c(S(=O)(=O)N(C)CC(=O)Nc2ccc3c(c2)OCCO3)c1 the results were Cdc42 wt 105, Rac1 wt modul 109, GSH bead fluor 43, ABCG2 inh 9, Rab7 wt GTP bind 103, HRas wt GTP 103, Rab2 wt GTP 102, Avidin fluor 9, Rac1 mut GTP 101 and ABCB1 block -0.1.
For O=C(Nc1ccccc1F)NC1CCN(Cc2nnnn2Cc2ccc(F)cc2)CC1 the results were Cdc42 wt 96, Rac1 wt modul 97, GSH bead fluor 31, ABCG2 inh 1, Rab7 wt GTP bind 94, HRas wt GTP 98, Rab2 wt GTP 93, Avidin fluor 5, Rac1 mut GTP 95, Pf gametocyte 0 and ABCB1 block 0.0.
Screening COc1ccc(C)cc1NC(=O)NCc1ccc(F)cc1 returned Cdc42 wt 96, Rac1 wt modul 96, GSH bead fluor 12, ABCG2 inh 16, Rab7 wt GTP bind 95, HRas wt GTP 96, Rab2 wt GTP 94, Avidin fluor 12, Rac1 mut GTP 95, Pf gametocyte -15 and ABCB1 block 0.9.
`Cc1ccsc1/C=N\NC(=O)c1ccc2c(c1)OCO2` gave Cdc42 wt 100, Rac1 wt modul 101, GSH bead fluor 24, ABCG2 inh 3, Rab7 wt GTP bind 102, HRas wt GTP 99, Rab2 wt GTP 98, Avidin fluor 3, Rac1 mut GTP 99, Pf gametocyte 3 and ABCB1 block 0.2.
COC(=O)c1cccc(NC(=O)c2cccc(OC)c2)c1 was read as Cdc42 wt 98, Rac1 wt modul 93, GSH bead fluor 29, ABCG2 inh 9, Rab7 wt GTP bind 94, HRas wt GTP 94, Rab2 wt GTP 95, Avidin fluor 16, Rac1 mut GTP 96 and ABCB1 block 0.7.
`CCOC(=O)c1cc2[nH]c3ccccc3c2[n+](-c2ccc([N+](=O)[O-])cc2)c1C` gave Cdc42 wt 102, Rac1 wt modul 104, GSH bead fluor 9, ABCG2 inh 1, Rab7 wt GTP bind 100, HRas wt GTP 103, Rab2 wt GTP 100, Avidin fluor 4, Rac1 mut GTP 99, Pf gametocyte 0 and ABCB1 block -0.5.
Screening Cc1nn(Cc2c(Cl)cccc2Cl)c(C)c1NC(=O)c1cc(C(C)C)on1 returned Cdc42 wt 102, Rac1 wt modul 103, GSH bead fluor 24, ABCG2 inh 1, Rab7 wt GTP bind 98, HRas wt GTP 101, Rab2 wt GTP 98, Avidin fluor 12, Rac1 mut GTP 98 and ABCB1 block 1.5.
C/C(=C\c1cc(C(=O)O)c(C)o1)CO was read as Cdc42 wt 99, Rac1 wt modul 99, GSH bead fluor 39, ABCG2 inh -1, Rab7 wt GTP bind 97, HRas wt GTP 98, Rab2 wt GTP 98, Avidin fluor 7, Rac1 mut GTP 96 and ABCB1 block -0.3.
For Cc1ccc(NC(=O)C2CCN(C(=O)NC3CCCCC3)CC2)cc1 the results were Cdc42 wt 102, Rac1 wt modul 101, GSH bead fluor 66, ABCG2 inh 20, Rab7 wt GTP bind 92, HRas wt GTP 98, Rab2 wt GTP 100, Avidin fluor 9, Rac1 mut GTP 100 and ABCB1 block 0.4.
`CCCCNC(=O)Cc1c(O)c2ccccc2[nH]c1=O` gave Cdc42 wt 105, Rac1 wt modul 104, GSH bead fluor 4, ABCG2 inh 1, Rab7 wt GTP bind 98, HRas wt GTP 101, Rab2 wt GTP 99, Avidin fluor 8, Rac1 mut GTP 103, Pf gametocyte -25 and ABCB1 block 0.1.
For N#CCC(=O)N/N=C/c1ccc(SCC(=O)Nc2ccccc2)o1 the results were Cdc42 wt 100, Rac1 wt modul 101, GSH bead fluor 15, ABCG2 inh -3, Rab7 wt GTP bind 106, HRas wt GTP 101, Rab2 wt GTP 98, Avidin fluor 11, Rac1 mut GTP 97 and ABCB1 block -0.6.
CC1=CCC2C(=O)N(c3cccc(C(=O)N(C)C4CCCCC4)c3)C(=O)C2C1 (stereo not drawn) was read as Cdc42 wt 104, Rac1 wt modul 104, GSH bead fluor 32, ABCG2 inh 3, Rab7 wt GTP bind 98, HRas wt GTP 103, Rab2 wt GTP 101, Avidin fluor 14, Rac1 mut GTP 100 and ABCB1 block -2.0.
For O=C(NCCCN1CCOCC1)c1ccc(CS(=O)(=O)Cc2ccc(Cl)cc2)o1 the results were Cdc42 wt 97, Rac1 wt modul 96, GSH bead fluor 31, ABCG2 inh 3, Rab7 wt GTP bind 95, HRas wt GTP 96, Rab2 wt GTP 96, Avidin fluor 10, Rac1 mut GTP 93, Pf gametocyte -22 and ABCB1 block 0.7.
For Cc1cc(C)cc(NC(=S)Nc2ccc(Cl)c(Cl)c2)c1 the results were Cdc42 wt 96, Rac1 wt modul 104, GSH bead fluor 18, ABCG2 inh -2, Rab7 wt GTP bind 100, HRas wt GTP 97, Rab2 wt GTP 98, Avidin fluor 10, Rac1 mut GTP 98 and ABCB1 block -1.2.
For CC1(C)CC(=O)C2=C(C1)N(C1CCCCC1)C(=O)C2(O)C(F)(F)F (stereo not drawn) the results were Cdc42 wt 102, Rac1 wt modul 103, GSH bead fluor 33, ABCG2 inh -1, Rab7 wt GTP bind 98, HRas wt GTP 101, Rab2 wt GTP 101, Avidin fluor 16, Rac1 mut GTP 98, Pf gametocyte 23 and ABCB1 block -0.8.
Cc1ccccc1CNC(=O)c1ccccc1N was read as Cdc42 wt 103, Rac1 wt modul 105, GSH bead fluor 34, ABCG2 inh 0, Rab7 wt GTP bind 98, HRas wt GTP 101, Rab2 wt GTP 101, Avidin fluor 17, Rac1 mut GTP 99, Pf gametocyte 9 and ABCB1 block -0.6.
Screening CS/C(=N\S(=O)(=O)c1cccs1)Nc1cccc(Cl)c1C returned Cdc42 wt 102, Rac1 wt modul 104, GSH bead fluor 20, ABCG2 inh -6, Rab7 wt GTP bind 101, HRas wt GTP 100, Rab2 wt GTP 99, Avidin fluor 15, Rac1 mut GTP 99 and ABCB1 block 0.2.
For CC(C)CC(OC(=O)c1cccs1)C(=O)NCC1CCCO1 (stereo not drawn) the results were Cdc42 wt 101, Rac1 wt modul 100, GSH bead fluor 11, ABCG2 inh 0, Rab7 wt GTP bind 102, HRas wt GTP 103, Rab2 wt GTP 100, Avidin fluor 17, Rac1 mut GTP 96 and ABCB1 block 0.0.
CC1CN(CCCCOc2ccc(C(C)C)cc2)CC(C)O1 (stereo not drawn) was read as Cdc42 wt 100, Rac1 wt modul 102, GSH bead fluor 36, ABCG2 inh 7, Rab7 wt GTP bind 104, HRas wt GTP 101, Rab2 wt GTP 100, Avidin fluor 13, Rac1 mut GTP 97 and ABCB1 block 0.2.
